Pf growth 96h: Primary qHTS for delayed death inhibitors of the malarial parasite plastid, 96 hour incubation; AID 504834, 2011; actives 6.9% (n = 320,000); P. falciparum luciferase reporter growth, 96 h; Potency, µM (titrated, usually from 28.7 µM), for inactives: at the highest dose activity change, negative = inhibition, actives largely listed as inhibitors; note: potency is the fitted concentration of half-maximal effect; % is set by controls: 0 for no effect and ±100 for the full control effect
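Two parasite generations (96 h, 37 C, 5% CO2) of compound exposure in infected erythrocytes (0.05% parasitemia, 2% hematocrit). Luciferase-reporter P. falciparum; decreased luminescence indicates inhibited growth, aimed at apicoplast-acting delayed death.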
Shiga toxin inh: A qHTS for Small Molecule Inhibitors of Shiga Toxin | Vero cells, Shiga toxin protein synthesis inhibition reporter | inhibition, % at 38.7 µM | actives 9.2% (n = 290,000) | AID 2315, 2010; in the data active = inhibition mostly above about 28%, no sharp cut-off; inactive = mostly below about 43%; note: 0% is about no effect
Cycloheximide cs: Cycloheximide Counterscreen for Small Molecule Inhibitors of Shiga Toxin | AID 2314, 2010 | cell reporter, cycloheximide protein synthesis inhibition counterscreen | actives 12% (n = 300,000) | max response, %; in the data active = max response mostly above about 13%, no sharp cut-off; inactive = mostly below about 14%; note: read at 38.3 µM for the half of the compounds with a filed dose; 0% is about no effect
Pf growth 48h: Primary qHTS for delayed death inhibitors of the malarial parasite plastid, 48 hour incubation; Potency, µM (doses to about 28.7 µM), inactives show top-dose activity change, negative = inhibition, hits mostly inhibitors; P. falciparum luciferase growth in erythrocytes, 48 h; actives 5.9% (n = 310,000); note: potency is the fitted concentration of half-maximal effect; % is set by controls: 0 for no effect and ±100 for the full control effect
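Here the parasites carry a stable luciferase gene and grow inside erythrocytes in Albumax-based RPMI medium with compound for one erythrocytic cycle. Activity is scored as loss of luminescent signal.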
Sm TGR inh: qHTS Assay for the Inhibitors of Schistosoma Mansoni Peroxiredoxins. actives 3% (n = 360,000). purified TGR, DTNB reduction, TNB absorbance 405 nm. Schistosoma mansoni thioredoxin glutathione reductase (TGR), Q962Y6. Potency, µM (top dose mostly 114 µM), without a hit: at the highest dose activity change, negative = inhibition, actives largely listed as inhibitors; note: potency is the fitted concentration of half-maximal effect; % is set by controls: 0 for no effect and ±100 for the full control effect; nearly all actives have a fitted effect of over 60% in size
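Kinetic colorimetric format: TGR-catalysed, NADPH-driven DTNB reduction monitored via TNB absorbance. Enzyme dispensed at 20 nM; compound exposure 15 min at room temperature before reaction start.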
FBPA Giardia inh: qHTS Assay for Inhibitors of Fructose-1,6-bisphosphate Aldolase from Giardia Lamblia; AID 2451, 2010; Potency, µM (highest dose often 59.6 µM), for the others: at the top dose activity, negative = inhibition, usual class: inhibitors; purified Giardia FBPA; actives 0.71% (n = 290,000); A8B2U2; note: potency is the fitted concentration of half-maximal effect; % is set by controls: 0 for no effect and ±100 for the full control effect; nearly all actives have a fitted effect of over 55% in size
Target sequence (A8B2U2 whole entry, looked up): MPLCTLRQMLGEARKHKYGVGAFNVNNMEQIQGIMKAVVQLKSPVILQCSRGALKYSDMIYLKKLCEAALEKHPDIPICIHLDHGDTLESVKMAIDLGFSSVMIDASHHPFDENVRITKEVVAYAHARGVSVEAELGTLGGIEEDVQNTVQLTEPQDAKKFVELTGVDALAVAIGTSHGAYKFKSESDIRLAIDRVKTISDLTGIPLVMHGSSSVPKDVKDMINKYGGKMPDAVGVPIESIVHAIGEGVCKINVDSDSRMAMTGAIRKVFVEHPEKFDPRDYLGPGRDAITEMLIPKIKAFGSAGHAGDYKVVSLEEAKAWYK
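40 nM FBPA preincubated 10 min at RT with compound (up to 57.5 uM final), then substrate plus GAPDH/TPI/NAD/arsenate coupling and diaphorase/resazurin added. Fluorescence read after 20 min at RT, 525/598 nm.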
* hit, by the source's call; i = inactive; ? = inconclusive; . = no result given; [ ] = another dose, or the depositor's remark. Unless noted, calls come from the whole dose curve; as a rule, active = well fitted curve in the direction sought with a large enough effect; inconclusive = small, poorly fitted or top-dose-only effect, or another doubt; inactive = no such curve, though single readings can be large; an effect the other way counts as inactive or inconclusive.

# | SMILES | Pf growth 96h | Shiga toxin inh | Cycloheximide cs | Pf growth 48h | Sm TGR inh | FBPA Giardia inh
1 | Cc1cc(Br)ccc1NC(=O)CN(C)C(=O)Cn1c(=O)cnc2ccccc21 | -8.5% | -2.5 | -2.9 | -16.9% | -18.8% | .
2 | CN(C)S(=O)(=O)c1ccc2c(c1)nc(CCC(=O)O)n2C | -8.7% | -3.2 | -2.0 | 33.8%[activator] | -0.2% | -18.9%
3 | CNC(=O)/C(C#N)=C\c1cc(C)n(-c2ccc(N3CCOCC3)cc2)c1C | ? | -1.4 | 11.1 | 5.2% | -7.8% | -2.5%
4 | CCSc1nnc(NC(=O)c2cc(C)nc3ccccc23)s1 | 0.3% | -15.4 | -3.8 | -6.7% | 0.0% | 0.7%
5 | COc1cccc(N2CCN(C(=O)CSc3ccc(F)cc3)CC2)c1 | -4.9% | 39.7 | 14.0 | 22.2% | 1.8% | -0.3%
6 | COCCCNC(=O)C(=O)C1C(=O)Nc2ccccc21 (stereo not drawn) | 22.3% | -7.9 | 0.6 | 23.0% | 12.5% | -11.3%
7 | Cc1ccc(C(=O)c2cc(Br)ccc2N)cc1 | 1.65µM* | 44.6* | 22.2* | 35.2%[activator] | -4.5% | -13.8%
8 | c1ccc(C[C@H]2CNCCN2CCCCC2CCCCC2)cc1 | ? | . | . | ? | -14.3% | .

4 compounds already listed, ordered by heavy-atom count, descending:
# | SMILES | Pf growth 96h | Shiga toxin inh | Cycloheximide cs | Pf growth 48h | Sm TGR inh | FBPA Giardia inh
3 | CNC(=O)/C(C#N)=C\c1cc(C)n(-c2ccc(N3CCOCC3)cc2)c1C | ? | -1.4 | 11.1 | 5.2% | -7.8% | -2.5%
4 | CCSc1nnc(NC(=O)c2cc(C)nc3ccccc23)s1 | 0.3% | -15.4 | -3.8 | -6.7% | 0.0% | 0.7%
2 | CN(C)S(=O)(=O)c1ccc2c(c1)nc(CCC(=O)O)n2C | -8.7% | -3.2 | -2.0 | 33.8%[activator] | -0.2% | -18.9%
6 | COCCCNC(=O)C(=O)C1C(=O)Nc2ccccc21 (stereo not drawn) | 22.3% | -7.9 | 0.6 | 23.0% | 12.5% | -11.3%

(listing goes on)
# | SMILES | Pf growth 96h | Shiga toxin inh | Cycloheximide cs | Pf growth 48h | Sm TGR inh | FBPA Giardia inh
9 | COc1cc(/C=C/c2nc3ccccc3c(=O)[nH]2)ccc1OC(F)F | 101.2%[activator] | 47.2 | 29.4* | . | -27.3% | 10.4%
10 | CCOc1ccc(S(=O)(=O)NCC(=O)N(C)Cc2cccnc2)cc1 | -11.4% | 24.8 | 5.9 | . | -1.4% | -0.7%
11 | Cn1c(C(=O)NCCC2=CCCCC2)cc2c(=O)n3ccccc3nc21 | 6.57µM* | 10.6 | 2.5 | 72.5%[activator] | -20.6% | 1.5%
12 | Cc1ccc(C)c(S(=O)(=O)N2CCCN(C)CC2)c1 | -5.8% | -12.1 | 14.6 | 12.4% | -14.4% | -6.9%
13 | CCOC(=O)C1SC2(C(F)F)CC1(O)c1c(c(OC)c3occc3c1OC)O2 (stereo not drawn) | 7.4% | -4.0 | -2.2 | -9.4% | -4.9% | -9.2%
14 | CN(C)C(=O)c1noc2cc([N+](=O)[O-])ccc12 | 30.2%[activator] | -2.6 | -3.2 | -7.7% | -10.6% | 2.1%
15 | CCc1ccc(C(=O)COC(=O)c2ccc(Cl)nc2)cc1 | 270.9%[activator] | 65.2* | 41.5* | i | 5.7% | -1.4%
16 | O=c1c2nccnc2[nH]c(=S)n1Cc1ccccc1 | ? | -12.9 | -0.5 | 11.6% | 3.3% | -22.4%
17 | COc1ccc(C(=O)OC2CC[C@@]3(C)C4CCC5[C@]6(O)CC(O)[C@@]7(O)C(CN8CC(C)CCC8[C@@]7(C)O)[C@]6(O)C[C@@]53O[C@]24O)cc1OC (stereo partly drawn) | ? | -10.8 | -2.8 | ? | 12.7% | 2.1%
18 | CC(C)C[C@H](NC(=O)N1CCn2c1nc1ccccc12)C(=O)NCc1ccc2c(c1)OCO2 | ? | 37.6 | 4.9 | ? | -2.3% | 1.3%
19 | CCN(CC)C(=O)c1cc2c(=O)n3cccc(C)c3nc2n1C | 55.3%[activator] | -16.3 | 14.3 | -2.5% | 2.1% | 1.7%
20 | O=C(NCCOc1ccccc1Cl)C(=O)Nc1ccccc1 | 2.6% | 18.4 | -6.3 | 31.0%[activator] | -4.0% | -0.2%
21 | Cc1nnc(NC(=O)c2cc3n(n2)C(C(F)(F)F)CC(C2CC2)N3)s1 (stereo not drawn) | -95.1% | -0.4 | -2.4 | -7.8% | -1.9% | 0.4%
22 | Cn1c(CO)cnc1SCc1ccc(F)cc1 | -0.3% | 49.9* | 17.2* | . | 0.3% | -18.1%
23 | CCCC(=O)Nc1ccc(NC(=S)NC(=O)c2ccccc2[N+](=O)[O-])cc1 | ? | -18.2 | -0.9 | 3.3% | -16.3% | -16.0%
24 | Cc1cc(C)n2ncc(C(=O)O)c2n1 | 27.1% | -17.4 | -1.2 | 14.7% | -2.6%[57.1 µM] | -4.2%
25 | O=c1[nH]c(CN2CCN(c3ccc(O)cc3)CC2)nc2scc(-c3ccc(Cl)cc3)c12 | ? | -11.7 | -2.6 | 3.7µM* | . | -24.5%
26 | CCSc1nnc(NC(=O)CSc2nc3c(c(=O)n2-c2ccccc2OC)SCC3)s1 | . | 6.9 | -2.0 | ? | -22.3% | 5.1%
27 | CCNC(=S)NNC(=O)CCc1nc2cc(Cl)ccc2n(Cc2ccccc2)c1=O | 5.86µM* | -8.3 | -3.4 | ? | -0.9% | .
28 | CCOc1ccc(C(C)=O)cc1CN1C(=O)C(=O)N(CC)C1=O | ? | -11.4 | -1.0 | ? | -32.9% | 1.3%
29 | CSc1ncccc1C(=O)OCC(=O)c1cccs1 | 17.1% | -5.4 | 0.6 | -13.2% | -0.9% | 0.2%
30 | COc1ccc(NC(=O)CS(=O)(=O)c2cn(CC(=O)N3CCCC3)c3ccccc23)c(OC)c1 | -17.9% | 13.8 | 0.5 | -15.2% | 0.9% | .
31 | Fc1ccc(C2NC(=S)NC3=C2N2CCC3CC2)cc1 (stereo not drawn) | . | 25.5 | -1.5 | 3.5% | 5.7% | -1.0%
32 | CC1CCc2onc(C(=O)NCc3ccco3)c2C1 (stereo not drawn) | ? | 85.1* | 37.6* | 67.2%[activator] | -1.4% | -1.9%
33 | CCOCCCn1c(SCc2nc3ccccc3s2)nc2ccccc2c1=O | ? | 101.3* | 87.3* | ? | 6.0% | 17.2%
34 | NC(=S)N/N=C/c1ccccc1[N+](=O)[O-] | ? | 8.4 | 0.6 | 18.3% | 8.9% | ?
35 | CN(C)c1ccc(/C=C2\SC(=S)N(Nc3ncc(C(F)(F)F)cc3Cl)C2=O)cc1 | 146.6%[activator] | -3.9 | -4.0 | 36.2%[activator] | -6.8% | 1.4%
36 | CCOP(=O)(OCC)C(Nc1ccccn1)c1ccccc1 (stereo not drawn) | 32.4%[activator] | -13.3 | -2.6 | 26.1% | -7.8% | 7.5%
37 | O=C(CSc1ncn[nH]1)NCCCc1ccccc1 | . | -4.4 | -3.0 | 6.7% | -6.8% | -5.0%
38 | COc1cc(C(=O)N2CCN(C(=O)COc3ccc4ccccc4c3)CC2)cc(OC)c1OC | -9.0% | 20.0 | -3.4 | ? | 0.0% | -2.6%
39 | COc1ccc(-n2c(SCCN(C)C)nc3ccccc3c2=O)cc1 | 33.4%[activator] | -3.9 | -3.0 | 10.8% | 9.5% | 4.2%
40 | CSC(=S)NCc1cccnc1 | -25.1% | -7.3 | -3.3 | ? | -35.8% | 0.3%
41 | Cc1ccc(C)c(N2CCN(C(=O)C3CCN(S(=O)(=O)c4c(C)noc4C)CC3)CC2)c1 | ? | 1.2 | -1.5 | ? | 3.2% | 0.0%
42 | Nc1nnn(CC(=O)N/N=C/C=C/c2ccccc2)n1 | 20.9% | 58.3* | 21.4* | 5.0% | 0.5% | -4.5%
43 | CCCc1ccc(OCc2ccc(C(=O)N/N=C/c3cccc([N+](=O)[O-])c3)o2)c(OC)c1 | -8.0% | 8.6 | -2.2 | 1.9% | 12.0% | 12.8%
44 | COc1nc(Nc2ccc3c(c2)OCO3)nc(OC)n1 | -11.8% | 51.0* | 17.1 | . | -4.3% | -4.3%
45 | Cc1cccc(C(=O)N2CCC(=O)N(C(COCc3ccccc3)Cc3ccccc3)CC2)c1 (stereo not drawn) | 13.1µM* | -21.9 | -3.4 | -23.0% | -8.1% | -2.9%
46 | O=C(COc1ccc2cc(Br)ccc2c1)N1CCCC1 | ? | -15.9 | 0.7 | 19.6% | 0.0% | .
47 | COc1ccc(Cc2c3cc(OC)c(OC)cc3cc[n+]2C)cc1OC | 8.28µM* | -4.8 | -6.5 | ? | 12.6µM* | ?
48 | Cc1ccccc1NC(=O)c1ccc(C)c(S(=O)(=O)N2CCN(C)CC2)c1 | 17.5% | -8.5 | 1.9 | -23.9% | -13.2% | 14.3%
49 | CCN(C(=O)CSc1nc(C)nc2sc(C)c(C)c12)C1CCS(=O)(=O)C1 (stereo not drawn) | ? | . | . | ? | 2.7% | .
50 | COc1ccc(S(=O)(=O)N2CCCCCC2)cc1C(=O)N(C)Cc1cccs1 | ? | . | . | -9.1% | -9.5% | .
51 | CCOC(=O)c1oc2c(CN3CCN(CCO)CC3)c(O)c(CC)cc2c(=O)c1-c1nc2ccccc2s1 | . | -2.4 | -1.8 | ? | -26.4% | -16.0%
52 | COc1ccc(-c2cn(-c3ccc(SC(F)F)cc3)c3[n+]2CCC3)cc1OC | ? | -12.2 | -7.5 | ? | -5.7% | 0.4%
53 | CC(C)(C)OC(=O)NCCCCCc1nnc(SCC(=O)Nc2cccc(Cl)c2)o1 | ? | 48.9 | 6.5 | -25.3% | -2.2% | -1.0%
54 | CC1CCCCC1NC(=O)CNC(=S)N1CC2CC(C1)c1cccc(=O)n1C2 (stereo not drawn) | 2.1% | -2.9 | -2.6 | 31.1%[activator] | 3.0% | 1.4%
55 | C=CCc1ccccc1OCCn1nnc2ccccc21 | 13.7% | . | 7.5 | -4.2% | 1.4% | 0.8%
56 | CC1=CC(=O)C=C(C)C1=NOc1ccc([N+](=O)[O-])cc1 | 0.0% | -6.5 | 1.5 | ? | -28.0% | -2.6%
57 | CC(C)Cn1nnc2c(=O)oc3ccccc3c21 | 126.5%[activator] | -7.9 | -2.0 | 58.7%[activator] | 2.4% | 0.1%
58 | CCN(CC)CCO[C@H]1CC[C@@]2(C)C(=CC[C@@H]3[C@H]2CC[C@]2(C)C(=O)CC[C@H]32)C1 | 40.6%[activator] | . | . | -7.3% | . | 1.7%
59 | Cc1nn(-c2ccccc2)c(C)c1NC(=O)COC(=O)c1cc([N+](=O)[O-])ccc1NCCO | 0.6% | -5.6 | -1.7 | ? | 13.7% | -2.4%
60 | COC(=O)c1nc2n(n1)C(c1cccc(Cl)c1)C1=C(CCCC1=O)N2 (stereo not drawn) | -10.6% | -32.2 | -7.4 | . | -9.4% | -2.5%
61 | COc1cccc(CNC(=O)CCl)c1 | 10.4µM* | 11.3 | 8.0 | ? | ? | 6.7%
62 | O=C(Nc1ccc(N2CCOCC2)c(Cl)c1)c1ccc([N+](=O)[O-])o1 | 14.1% | 17.0 | 18.9* | 10.4µM* | . | ?
63 | Fc1ccccc1N1CCN(C(c2ccncc2)c2nnnn2C2CCCC2)CC1 (stereo not drawn) | -3.7% | 27.3 | 2.2 | ? | ? | -6.7%
64 | CCN(CC(=O)Nc1c(F)cccc1F)C(=O)c1ccc(COc2ccccc2)o1 | 2.2% | . | . | -17.0% | -0.7% | .

High-throughput results from PubChem.
